TRPM1 prom inh = inhibitors of MITF-driven TRPM1 promoter in melanoma cells; inhibition, % at 12.5 µM; SK-MEL-5 TRPM1 promoter luciferase, 24 h; actives 0.83% (n = 330,000);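 active = mean inhibition across replicates of 60% or more, whatever share of single replicates reaches that level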; note: values of inactives mirror those of a sister screen read the other way
HIF-2a block = blocks HIF-2a reporter activity; 786-0 RCC cells HIF-2a reporter, luciferase luminescence, overnight; AID 624352; inhibition, % at 18.8 µM; actives 0.72% (n = 360,000);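 active = inhibition of the luminescence signal of 40% or more relative to plate controls, in a single-dose primary screen at 18.75 µM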
hiPSC survival = hiPSC single-cell survival enhancement; ATPlite luminescence; 100% = ROCK inhibitor wells, 0% = DMSO; survival enhancement, % at 20 µM; actives 0.044% (n = 360,000); in the data active = survival enhancement above about 18%;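 note: cells exposed to compounds for 16 hours before the ATP read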
Shn3 inh set2 = inhibitors of Schnurri-3 3'UTR reporter in osteoblasts | Clone20 osteoblast Shn3 3'UTR firefly luciferase, 24 h | inhibition, % at 12.5 µM | actives 0.52% (n = 360,000) | AID 588674;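 active = mean inhibition of at least 75% with every replicate also reaching 75%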;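 note: 0% = median of neutral control wells and 100% = pilot-screen positive control compound; some compounds past the cut are filed as inactive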
CF NFkB block = blocks PAF-induced NF-kB reporter in cystic fibrosis cells. KKLEB NF-kB-GFP reporter, GFP fluorescence overnight. inhibition, % at 5 µM. actives 0.86% (n = 360,000);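 active = at least 50% inhibition at 5 µM, scaled per plate between neutral and stimulator controls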;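 note: PAF is a Pseudomonas aeruginosa culture filtrate used as stimulus; plate controls were PAF-stimulated DMSO wells for no effect and unstimulated DMSO wells for full effect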
aDG glyco up = alpha-DG glycosylation activation; actives 0.22% (n = 360,000); Pro5-aDG cells, alpha-DG glycosylation AlphaScreen (IIH6); 0% Pro5, 100% B10-LARGE cell signal; activation, % at 10 µM;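 active = activation of at least 8% versus controls, or a plate z-score of at least 8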;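 note: Pro5 are CHO cells carrying HIG-tagged alpha-DG that lacks glycosylation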
KKLEB tox = CF airway cell cytotoxicity counter-screen; AID 602141; activity change (cytotoxicity), % at 5 µM; KKLEB CF airway cells viability, ATPlite luminescence, overnight; hits give low values; cells stimulated with P. aeruginosa culture filtrate; actives 0.36% (n = 360,000);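 active = corrected activity change at or below -50% at 5 µM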
NR2E3 ag-1 = activates human NR2E3 receptor. actives 0.35% (n = 360,000). CHO-S Gal4-NCOR/VP16-NR2E3 two-hybrid, luciferase. AID 602229. Q9Y5X4. inhibition of corepressor binding, % at 3.98 µM;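 active = inhibition above the mean of all tested compounds plus 3 SD, cut at about 70% in these data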;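 note: 0% = DMSO with NR2E3 transfected cells and 100% = cells lacking NR2E3 construct; higher means lower luciferase signal from less NR2E3 corepressor binding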
Target sequence (Q9Y5X4 whole entry, looked up, the tested form may be a part): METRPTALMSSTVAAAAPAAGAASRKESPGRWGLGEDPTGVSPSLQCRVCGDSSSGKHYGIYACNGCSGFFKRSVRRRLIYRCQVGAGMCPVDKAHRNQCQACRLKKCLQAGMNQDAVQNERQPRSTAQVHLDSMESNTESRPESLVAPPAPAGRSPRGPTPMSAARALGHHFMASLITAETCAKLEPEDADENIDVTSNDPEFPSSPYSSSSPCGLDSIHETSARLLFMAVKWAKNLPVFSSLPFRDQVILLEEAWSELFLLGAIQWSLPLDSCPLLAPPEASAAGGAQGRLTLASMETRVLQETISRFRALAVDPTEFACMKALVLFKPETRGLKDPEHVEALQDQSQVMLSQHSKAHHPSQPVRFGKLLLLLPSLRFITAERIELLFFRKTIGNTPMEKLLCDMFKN
Peg3 prom inh = inhibitors of Peg3 promoter; actives 1.7% (n = 360,000); HeLa PEG-Prom luciferase reporter, luminescence, overnight; AID 588405; inhibition, % at 20 µM;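 active = inhibition of at least 50% at 20 µM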
NR2E3 ag-2 = NR2E3 (human) agonism; Q9Y5X4; GST-NR2E3/biotin-RetCOR TR-FRET, 1536-well; inhibition of corepressor binding, % at 4.78 µM; actives 0.12% (n = 320,000); AID 2300;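 active = percent inhibition above the cutoff of mean plus 3 SD of all tested compounds, set per screening campaign, cut at about 20% in these data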;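 note: 0% = DMSO wells and 100% = biotin wells as full block of FRET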
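System: GST-tagged NR2E3 plus biotinylated RetCOR corepressor; Amount: 1.35 nM GST-tagged NR2E3 final; Dosing: single nominal compound dose of 4.8 µM; Schedule: 5 h incubation at 4 °C; Technique: TR-FRET with europium anti-GST and streptavidin-D2, 340 nm excitation; Controls: biotin wells as high control, 0.6% DMSO wells as low control.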
TWEAK Fn14 block = inhibitors of TWEAK-Fn14 interaction signaling; inhibition, % at 10 µM; actives 2% (n = 360,000); AID 1159606; TWEAK-stimulated Fn14 reporter cells, luciferase luminescence, 8 h; in the data active = inhibition above about 50%
* = called active by the depositor; . = no result given. Outcome played no part in choosing rows, and some 4.4% of all compounds hit somewhere here.

SMILES	TRPM1 prom inh	HIF-2a block	hiPSC survival	Shn3 inh set2	CF NFkB block	aDG glyco up	KKLEB tox	NR2E3 ag-1	Peg3 prom inh	NR2E3 ag-2	TWEAK Fn14 block
O=c1[nH]c2ccccc2nc1/C=C/c1ccc(O)cc1	-57	-250	-2.3	-20	-7	-0.3	-2	-48	-291	.	-12
CCCCN1C(Nc2ccccc2)=NC[C@@H]1CC(C)C	-5	10	1.2	18	-22	0.2	-2	22	-6	1	0
Cc1ccc(NC(=O)Cc2ccccc2F)cc1S(=O)(=O)N1CCCCCC1	32	17	-0.4	25	-6	0.4	3	-18	20	3	27
CCOC(=O)C1CCCCN1C(=O)CCc1nnc(-c2ccc3c(c2)OCO3)o1 (centres undefined)	-40	-173	-0.4	-75	-7	0.4	3	-78	-172	0	-18
CC(NC(=O)c1ccc(S(=O)(=O)C(F)F)cc1)c1ccccc1 (centres undefined)	-2	0	-0.3	-1	-13	-0.1	-4	-3	5	5	-3
CC(C)(C)NC(=O)NC(=O)C[n+]1ccc(Cc2ccc([N+](=O)[O-])cc2)cc1	-3	2	-0.4	-1	3	0.0	-3	-1	-4	-2	29
CCCNCC(=O)Nc1cccc(S(=O)(=O)NC2=NCCCCC2)c1	-4	4	0.3	-7	-8	0.5	9	-14	1	.	-15
CN(C)C1=NC[C@H](Cc2ccccc2)N1CCc1ccc(F)cc1	-9	10	-2.0	-2	-13	-0.2	-12	2	-19	1	-1
CCCOc1ccc2c3c(c(=O)oc2c1OCCC)CCC3	6	-39	-0.3	-7	9	0.5	15	1	-34	4	-12
O=C1CC(Cc2ccccc2)C(=O)N1Cc1ccco1 (centres undefined)	-3	-47	0.1	-1	-3	0.0	-4	-1	-97	0	26
C/C(=N\OC(=O)c1c(-c2ccccc2Cl)noc1C)c1nccs1	-5	15	-0.1	-7	-7	0.0	7	-15	16	0	7
CSc1ccc(C(O)c2ncc(-c3ccccc3F)[nH]2)cc1 (centres undefined)	.	-134	3.4	-42	11	-0.2	-11	-38	-87	.	-3
COC(=O)C1CCN(C2CN(Cc3ccccc3)S(=O)(=O)C2)CC1 (centres undefined)	.	8	-0.1	-12	-23	-0.2	25	11	-7	.	-14
Nc1nc(SCC(=O)Nc2ccccc2)[nH]c(=O)c1-c1ccccc1	0	-11	1.1	3	3	1.2	-14	9	-9	2	9
CCOc1ccc(NC(=O)CN(C)C(=O)c2cc(-c3ccncc3)nc3ccccc23)cc1OCC	12	24	-0.1	4	-7	-0.8	6	-5	15	-3	4
COc1ccc(-c2csc3nc(C(C)(C)C)oc(=O)c23)cc1OC	10	12	-0.5	7	-13	-0.1	-5	-6	18	4	3
O=C(NCCNC(=O)c1ccc(Cl)cc1Cl)c1cnccn1	-10	11	-0.3	-8	-15	0.1	8	-11	11	0	15
Nc1cccc(-c2cn3cc(C(F)(F)F)cc(Cl)c3n2)c1	-17	-128	-2.4	-76	6	0.0	-1	-141	-252	-3	35
CCOc1ccccc1N/C(=C(/C(Cl)=C(Cl)Cl)[N+](=O)[O-])n1cncn1	12	0	-1.0	-7	-9	2.4	10	-20	12	2	-20
O=c1ccc(Cc2ccccn2)n[nH]1	3	0	-1.0	5	6	-0.1	6	-15	-1	2	-2
COC(=O)Nc1ccc(S(=O)(=O)N2CCCC(C(=O)N3CCC(C)CC3)C2)cc1 (centres undefined)	4	8	0.1	14	9	0.2	-2	5	18	4	8
O=C(NCCCn1ccnc1)c1cc2cc([N+](=O)[O-])ccc2oc1=O	2	9	-0.5	-9	0	-0.1	1	-21	5	-2	1

Whole records as entered above. Order of screens: TRPM1 prom inh | HIF-2a block | hiPSC survival | Shn3 inh set2 | CF NFkB block | aDG glyco up | KKLEB tox | NR2E3 ag-1 | Peg3 prom inh | NR2E3 ag-2 | TWEAK Fn14 block
O=C(NCCNC(=O)c1ccc(Cl)cc1Cl)c1cnccn1 as listed: -10 | 11 | -0.3 | -8 | -15 | 0.1 | 8 | -11 | 11 | 0 | 15
COC(=O)C1CCN(C2CN(Cc3ccccc3)S(=O)(=O)C2)CC1 (centres undefined) as listed: . | 8 | -0.1 | -12 | -23 | -0.2 | 25 | 11 | -7 | . | -14
COc1ccc(-c2csc3nc(C(C)(C)C)oc(=O)c23)cc1OC as listed: 10 | 12 | -0.5 | 7 | -13 | -0.1 | -5 | -6 | 18 | 4 | 3
CCCOc1ccc2c3c(c(=O)oc2c1OCCC)CCC3 as listed: 6 | -39 | -0.3 | -7 | 9 | 0.5 | 15 | 1 | -34 | 4 | -12
CCOc1ccc(NC(=O)CN(C)C(=O)c2cc(-c3ccncc3)nc3ccccc23)cc1OCC as listed: 12 | 24 | -0.1 | 4 | -7 | -0.8 | 6 | -5 | 15 | -3 | 4

An excerpt from above, showing only NR2E3 ag-2:
| smiles | NR2E3 ag-2 |
| --- | --- |
| COc1ccc(-c2csc3nc(C(C)(C)C)oc(=O)c23)cc1OC | 4 |
| O=C(NCCNC(=O)c1ccc(Cl)cc1Cl)c1cnccn1 | 0 |

Looked up by compound from above:
SMILES	TRPM1 prom inh	HIF-2a block	hiPSC survival	Shn3 inh set2	CF NFkB block	aDG glyco up	KKLEB tox	NR2E3 ag-1	Peg3 prom inh	NR2E3 ag-2	TWEAK Fn14 block
COc1ccc(-c2csc3nc(C(C)(C)C)oc(=O)c23)cc1OC	10	12	-0.5	7	-13	-0.1	-5	-6	18	4	3
O=C(NCCNC(=O)c1ccc(Cl)cc1Cl)c1cnccn1	-10	11	-0.3	-8	-15	0.1	8	-11	11	0	15
